From PubChem BioAssay
ANO1 block: mouse TMEM16A channel inhibition, primary screen; Q8BHY3; HEK293 TMEM16A/YFP iodide influx fluorescence, ionomycin; normalized B-score (activity score, 25-100; higher = stronger inhibition) at 10 µM; actives 1.2% (n = 310,000); AID 588511;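 active means ratio plate-corrected score three or more library SD toward inhibition, starting fluorescence score within five deviations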;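 further: score derived from kinetic fluorescence span divided by baseline fluorescence per well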
Target sequence (Q8BHY3 whole entry, looked up): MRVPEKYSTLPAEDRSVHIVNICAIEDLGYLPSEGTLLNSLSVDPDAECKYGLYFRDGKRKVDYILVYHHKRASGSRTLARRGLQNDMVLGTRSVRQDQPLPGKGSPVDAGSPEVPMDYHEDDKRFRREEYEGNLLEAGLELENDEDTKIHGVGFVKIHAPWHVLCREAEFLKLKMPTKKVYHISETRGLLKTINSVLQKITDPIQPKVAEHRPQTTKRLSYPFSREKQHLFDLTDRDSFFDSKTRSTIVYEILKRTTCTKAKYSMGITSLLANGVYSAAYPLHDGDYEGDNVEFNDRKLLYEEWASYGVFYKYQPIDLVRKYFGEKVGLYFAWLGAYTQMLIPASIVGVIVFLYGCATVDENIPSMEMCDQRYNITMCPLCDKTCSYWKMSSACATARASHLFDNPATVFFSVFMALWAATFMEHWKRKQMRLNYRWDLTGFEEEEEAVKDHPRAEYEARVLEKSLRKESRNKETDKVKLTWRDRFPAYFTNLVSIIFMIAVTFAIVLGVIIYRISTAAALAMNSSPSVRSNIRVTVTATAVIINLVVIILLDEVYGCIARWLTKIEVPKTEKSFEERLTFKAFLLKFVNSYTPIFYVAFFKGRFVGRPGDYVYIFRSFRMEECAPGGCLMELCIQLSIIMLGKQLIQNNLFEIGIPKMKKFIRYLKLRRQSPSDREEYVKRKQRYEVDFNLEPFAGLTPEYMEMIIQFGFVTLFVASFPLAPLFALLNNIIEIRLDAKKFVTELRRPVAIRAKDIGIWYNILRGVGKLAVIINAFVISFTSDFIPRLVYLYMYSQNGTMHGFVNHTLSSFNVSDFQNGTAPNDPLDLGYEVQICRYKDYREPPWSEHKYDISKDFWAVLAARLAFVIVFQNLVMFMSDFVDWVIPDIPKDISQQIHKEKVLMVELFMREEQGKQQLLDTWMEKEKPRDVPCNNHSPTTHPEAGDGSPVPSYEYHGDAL
MrgX1 allo act: human MrgX1 positive allosteric modulation, primary screen; Q96LB2; MrgX1-HEK293, Fluo-4 calcium flux, FDSS; stronger effect = higher value; B-score at 10 µM; actives 0.63% (n = 310,000); AID 588675;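 active means plate-corrected calcium response at least 3 library SD above typical, normal starting fluorescence, not activating the receptor alone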;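 further: compound read alongside a low EC10 to EC30 dose of BAM8-22 agonist; peak minus trough fluorescence over baseline measured at the second addition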
TRPC6 inhibitor: blocks the mouse TRPC6 cation channel; HEK293-TRPC6, membrane potential dye, ACh-evoked depolarization; stronger effect = lower value; B-score at 10 µM; Q61143; actives 1.1% (n = 310,000);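 active means B-score under library mean minus 3 SD, initial fluorescence not abnormally high, positive integrated signal ratio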;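 further: B-score derived from integrated fluorescence ratio over the kinetic read; more negative B-score means stronger inhibition of depolarization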
TRPC4 PAM: TRPC4 (mouse) allosteric potentiation; Q9QUQ5; HEK293 TRPC4beta/mu-opioid, DAMGO EC20, Fluo-4 Ca2+ flux; stronger effect = higher value; B-score at 10 µM; actives 0.42% (n = 310,000);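 active means B-score of calcium response area above 5 SD of library B-scores, with initial fluorescence ratio within 5 SD of library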;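 further: B-score of integrated fluorescence ratio over time as area under calcium response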
MrgX1 antagonist: blocks BAM8-22 activation of human MrgX1 receptor. MRGX1-HEK293 calcium flux, Fluo-4, BAM8-22 antagonism; stronger effect = lower value. B-score at 10 µM. actives 1.3% (n = 310,000);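 active means calcium-response B-score plate-corrected more than 3 library SD below zero, starting fluorescence within 5 deviations, no agonist response on first addition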;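 further: peak minus trough fluorescence over baseline after final BAM8-22 challenge near maximal dose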
TRPC4 agonist: activators of mouse TRPC4 channel; B-score at 10 µM; actives 0.49% (n = 310,000); Q9QUQ5; AID 2237; HEK293 TRPC4beta/mu-opioid, Fluo4 calcium fluorescence; stronger effect = higher value;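 active means B-score above 5 SD of library B-scores, and initial fluorescence ratio not above library mean plus 5 SD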;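 further: positive B-score marks a calcium rise read as TRPC4 activation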
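System – HEK293 cells stably co-expressing mouse TRPC4beta and mu-opioid receptor · Signal – Fluo4 calcium-sensitive dye fluorescence, kinetic, 1 Hz baseline · Benchmarks – buffer (low) and maximal DAMGO (high) · Read-out – B score of integrated fluorescence ratio per well · Incubation – dye loading 45 min room temperature, 110 s kinetic read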
TMEM16A act: activators or potentiators of mouse TMEM16A chloride channel; Q8BHY3; HEK293 TMEM16A/YFP-H148Q/I152L, iodide quench fluorescence; stronger effect = lower value; B-score at 10 µM; actives 0.3% (n = 340,000); AID 623877;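 active means fluorescence-ratio B-score plate-corrected deviation score at least 3 library SD below zero, with starting fluorescence score within 5 deviations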;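 further: channel opened by trigger with iodide after compound preincubation; score built on the fluorescence ratio of max minus min over baseline; more negative score means more quench and so TMEM16A activation or potentiation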
TRPC4 block: inhibitors of mouse TRPC4 channel; Q9QUQ5; HEK293 TRPC4beta/mu-opioid, DAMGO-evoked Fluo4 calcium flux; stronger effect = lower value; B-score at 10 µM; actives 0.39% (n = 300,000);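 active means B-score over 3 SD under the library average, no early fluorescence shift, positive overall ratio signal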
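Assay system: HEK293 cells with stable TRPC4beta plus mu-opioid receptor expression; Probe or stimulus: DAMGO in two steps, submaximal then maximal; Dosing: single-point compound dosing; Measured by: Fluo4 calcium-dye fluorescence, kinetic read; Read-out basis: B score from integrated Fluo4 fluorescence ratio.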
RGS4 block: human RGS4 inhibition; P49798; HEK293 M3R/RGS4 inducible, Fluo-4 calcium flux; stronger effect = higher value; triggered by carbachol at its EC20; B-score at 10 µM; actives 0.45% (n = 310,000); AID 463165;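 active means B-score, a plate-corrected calcium signal, over three deviations above library mean, with baseline fluorescence within five deviations of library mean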;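 further: RGS4 expression induced by doxycycline in cells with stable M3 receptor; B-score is computed from the integrated fluorescence ratio over baseline after carbachol; higher B-score means a larger calcium signal and so more RGS4 inhibition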
MrgX1 agonist: agonists of human MrgX1 receptor; actives 0.44% (n = 310,000); Q96LB2; B-score at 10 µM; MrgX1-HEK293 cells, Fluo-4 calcium fluorescence, agonist mode; stronger effect = higher value;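 active means calcium response B-score plate-corrected fluorescence ratio at least 3 library SD, with starting fluorescence B-score inside 5 SD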
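Test system: HEK293 cells stably expressing human MrgX1 receptor; Input: fifteen thousand cells per well; Dosing: compound delivered in addition one of three; Schedule: overnight seeding, then 1 h dark dye loading; Technique: Fluo-4 NW calcium fluorescence; Measure: B-scored fluorescence response ratio; Controls: positive and negative controls per plate.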
TRPC6 act: activators of mouse TRPC6 channel; Q61143; HEK293-TRPC6 membrane potential dye fluorescence; stronger effect = higher value; B-score at 10 µM; actives 0.13% (n = 310,000);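 active means B-score of the integrated fluorescence ratio above library mean plus 3 SD, and starting fluorescence ratio within library mean plus 5 SD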;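 further: higher score means more depolarization so channel activation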
Numbers without * were called inactive; i = inactive; x = not tested or not shown.

SMILES	ANO1 block	MrgX1 allo act	TRPC6 inhibitor	TRPC4 PAM	MrgX1 antagonist	TRPC4 agonist	TMEM16A act	TRPC4 block	RGS4 block	MrgX1 agonist	TRPC6 act
COc1cc([N+](=O)[O-])cc(/C=N/NC(=O)C(C)Nc2cccc(C)c2)c1O (configuration not stated)	i	i	i	i	i	i	i	i	i	i	i
CCN(CC)CCn1c2c(c(SCC(=O)Nc3ccc(C(C)C)cc3)nc1=O)CCC2	i	i	i	i	i	i	i	i	i	i	i
CC1CCN(c2ccc([N+](=O)[O-])cc2C(N)=O)CC1	i	i	i	i	i	i	i	i	i	i	i
CCN(C(=O)CSc1nnc(-c2ccc(Cl)cc2)n1C)C1CCS(=O)(=O)C1 (configuration not stated)	i	i	i	i	i	i	i	i	i	i	i
O=C1C(=O)N(CCCn2ccnc2)C(c2cccc(Br)c2)/C1=C(\O)c1ccc2c(c1)OCCO2 (configuration not stated)	i	i	i	i	i	i	i	i	i	i	i
CN(CCC#N)C(=O)COC(=O)C1c2ccccc2Oc2ccccc21	i	i	i	i	i	i	i	i	i	i	i
O=C(CN1C(=O)c2ccccc2S1(=O)=O)Nc1ccc(S(=O)(=O)N2CCCCCC2)cc1	i	i	i	i	i	i	i	i	i	i	i
COc1cccc(CN(C(=O)/C=C/c2ccc(Cl)cc2)C2CCS(=O)(=O)C2)c1 (configuration not stated)	i	i	i	i	i	i	i	i	i	i	i
CC(=O)Nc1ccc(C(=O)NNC(=O)c2ccc(Cl)cc2)cc1	i	i	i	i	i	i	i	i	i	i	i
Cc1ccc(CN(C(=O)c2ccco2)C(C(=O)NC2CCCC2)c2cccnc2)cc1 (configuration not stated)	i	i	i	i	i	i	i	i	i	i	i
O=C(CSc1n[nH]c(-c2cccnc2)n1)Nc1ccccc1C(F)(F)F	i	i	i	i	i	i	i	i	i	i	i
Cc1ccc(OCC(=O)NC(C)c2ccccc2)c([N+](=O)[O-])n1 (configuration not stated)	i	i	i	i	i	i	i	i	i	i	i
O=C(NCc1ccncc1)C(F)(F)C(F)(F)C(=O)NCc1ccncc1	i	i	i	i	i	i	i	i	i	i	i
Cc1c(/C=C/C(=O)c2ccc(O)cc2)cnn1C	i	i	i	i	i	i	i	i	i	i	i
CC(C)CN(C(=O)c1ccc(S(=O)(=O)N2CCOCC2)cc1)C1CCS(=O)(=O)C1 (configuration not stated)	i	i	i	i	i	i	i	i	i	i	i
Clc1ccccc1CSC1=NCCN1	i	i	i	i	i	i	i	i	i	i	i
CCc1cccc(CC)c1NC(=O)c1cccc(N)c1	i	i	i	i	i	i	i	i	i	i	i
Cc1cccc2cc(CN(Cc3ccc(F)cc3)C(=O)N3CCOCC3)c(=O)[nH]c12	i	i	i	i	i	i	i	i	i	i	i
COc1ccccc1NC(=O)CCC(=O)Nc1cc(OC)c(NC(=O)c2cccs2)cc1OC	i	i	i	i	i	i	i	i	i	i	i
Cn1cccc1C1C(C#N)=C(N)OC2=C1C(=O)CCC2 (configuration not stated)	i	i	i	i	i	i	i	i	i	i	i
CC(C)OP(=O)(OC(C)C)C(NC(=O)c1ccc(Br)cc1)c1ccccc1 (configuration not stated)	i	i	i	i	i	i	i	i	i	i	i
CC1CCCCC1NC(=O)CSc1nnc(CN2CCOCC2)n1C (configuration not stated)	i	i	i	i	i	i	i	i	i	i	i
O=C(NN1C(=O)/C(=C/c2ccc(O)cc2)SC1=S)c1cccc(O)c1	i	i	i	i	i	i	i	i	i	i	i
Cc1nn(C)c(Cl)c1S(=O)(=O)N[C@@H](c1ccccc1)[C@]1(C)C[C@H]1[C@@H](C)C(=O)Nc1ccc2ccccc2c1	i	i	x	x	i	x	i	x	x	i	x
Cc1ccc2[nH]c3c(=O)n4c(nc3c2c1)SCC4	i	i	i	i	i	i	i	i	i	i	i
SMILES	ANO1 block	MrgX1 allo act	TRPC6 inhibitor	TRPC4 PAM	MrgX1 antagonist	TRPC4 agonist	TMEM16A act	TRPC4 block	RGS4 block	MrgX1 agonist	TRPC6 act
N#CC1=C2N=C(N)c3c(sc4c3CCCCC4)N2C2=C(C(=O)CCC2)C1c1ccccc1 (configuration not stated)	i	i	i	i	i	i	i	i	i	i	i
O=C(c1ccc(Cl)c([N+](=O)[O-])c1)N1CCN(Cc2ccc3c(c2)OCO3)CC1	i	i	i	i	i	i	i	i	i	i	i
Cc1ccc2c(c1)c1c(c(=O)n(-c3ccccc3C)c(=O)n1CC(=O)NCC1CCCO1)n2C (configuration not stated)	i	i	i	i	i	i	i	i	i	i	i
COc1cc([N+](=O)[O-])cc2sc(NC(C)=O)nc12	i	i	i	i	i	i	i	i	i	i	i
CC(C)(C)NC(=O)CSc1nc(N)cc(=O)[nH]1	i	i	i	i	i	i	i	i	i	i	i
COC(=O)C1=C(C(=O)OC)[C@@H]2N(C)c3ccccc3[C@@]23C[C@@H](C(=O)OC)N(C(=O)c2cc(C)oc2C)C3=N1	i	i	i	i	i	i	i	i	i	i	i
O=C1NCCCC1C(=O)N/N=C/c1cccc(O)c1 (configuration not stated)	i	i	i	i	i	i	i	i	i	i	i
Cn1c(SCC(=O)NC2CCCC2)nc2cccnc21	i	i	i	i	i	i	i	i	i	i	i
O=C(O)CC(C(=O)OCC1CCCO1)N1CCOCC1 (configuration not stated)	i	i	x	x	i	x	i	x	x	i	x
CCCc1nn(C)c(C(N)=O)c1[N+](=O)[O-]	i	i	i	i	i	i	i	i	i	i	i
O=[N+]([O-])c1cncc([N+](=O)[O-])c1Nc1ccccc1Cl	i	i	i	i	i	i	i	i	i	i	i
Cc1nc2c(-c3ccccc3)c(C)nn2c(C)c1CCC(=O)NCc1ccco1	i	i	x	x	i	x	i	x	x	i	x
COc1ccc(/C=N/NC(=O)c2cccnc2)cc1CSc1ccccn1	i	i	i	i	i	i	i	i	i	i	i
CC(C)(C)OC(=O)N1CCN(c2ccc(NC(=O)c3ccco3)cc2)CC1	x	x	i	i	x	i	i	i	i	x	i
COc1ccc(C(=O)C[n+]2ccc3c(c2)nnn3-c2ccccc2)cc1	i	i	i	i	i	i	i	i	i	i	i
Cc1nn2c(N3CCOCC3)cc(C(C)C)nc2c1-c1ccccc1	i	i	i	i	i	i	i	i	i	i	i
CC(C)Cc1ccc(C(C)C(N)=Nc2ccc(O)cc2)cc1 (configuration not stated)	i	9.96*	i	i	i	i	i	i	i	i	i
Cc1ccc(/C=N/NC(=O)CC(=O)NCc2cccnc2)cc1	i	i	i	i	i	i	i	i	i	i	i
Cc1cc(Oc2ccc(=O)n(C)n2)nc(SCC(N)=O)n1	i	i	i	i	i	i	i	i	i	i	i
COc1ccc(-c2nnc(SCC(=O)N3CCCCC3)o2)c(OC)c1	i	i	i	i	i	i	i	i	i	i	i
C=CCn1c(=O)[nH]c2cc(C(=O)N3CCN(c4ccc(C(C)=O)cc4)CC3)ccc2c1=O	i	i	i	i	i	i	i	i	i	i	i
O=S(=O)(NCc1cn2ccccc2n1)c1ccccc1F	i	i	i	i	i	i	i	i	i	i	i
CC(=O)NC(=O)c1cnn(-c2ccccc2)c1N	i	i	i	i	i	i	i	i	i	i	i
COc1cc2ccccc2cc1C(=O)N(CCN(C)C)c1nc2ccc(C)cc2s1	i	i	i	i	i	i	i	i	i	i	i
O=C(Cc1ccccc1)Nc1nccs1	i	i	i	i	i	i	i	i	i	i	i
SMILES	ANO1 block	MrgX1 allo act	TRPC6 inhibitor	TRPC4 PAM	MrgX1 antagonist	TRPC4 agonist	TMEM16A act	TRPC4 block	RGS4 block	MrgX1 agonist	TRPC6 act
CN(C)S(=O)(=O)c1cccc(NC(=O)COC(=O)COc2ccccc2[N+](=O)[O-])c1	i	i	i	i	i	i	i	i	i	i	i
Cc1ccc(N2CC(C(=O)NCc3ccco3)CC2=O)cc1Cl (configuration not stated)	i	i	i	i	i	i	i	i	i	i	i
CCCn1c(=O)c(C(=O)NCc2ccc3c(c2)OCO3)c(O)c2ccccc21	i	i	i	i	i	i	i	i	i	i	i
CC(=O)c1cccc(NC(=O)C(=O)Nc2cccc3ccccc23)c1	i	i	i	i	i	i	i	i	i	i	i
CN1CCCC(CC2Oc3ccccc3Sc3ccccc32)C1 (configuration not stated)	i	i	i	i	i	i	i	i	i	i	i
O=C(Nc1ccncc1)c1ccc(Cl)c([N+](=O)[O-])c1	i	i	i	i	i	i	i	i	i	i	i
C=CCc1cccc(/C=N/c2ncccc2O)c1O	i	i	i	i	i	i	i	i	i	i	i
CCCOc1ccc(C(=O)Nc2ccc3c(c2)OCO3)cc1	i	i	i	i	i	i	i	i	i	i	i
CCOC(=O)c1c(-c2ccco2)csc1NC(=O)COC(=O)c1cnc(C)cn1	i	i	i	i	i	i	i	i	i	i	i
O=C(NCc1ccc2c(c1)OCO2)c1ccc2c(c1)C(=O)N(Cc1cccnc1)C2=O	i	i	i	i	i	i	i	i	i	i	i
Cc1cccc(NC(=O)CN2CCN(CC(=O)Nc3ccc(-c4ccccc4)cc3)CC2)c1C	i	i	i	i	i	i	i	i	i	i	i
O=C(O)COCC(=O)NCc1csc2ccccc12	i	i	i	i	i	i	i	i	i	i	i
Cc1ccc(-n2c(=O)c3ccccc3n(CC(=O)NCc3ccco3)c2=O)cc1	i	i	i	i	i	i	i	i	i	i	i
Cc1cc(C)c(C)c(OCC(=O)NCC2CCCO2)c1 (configuration not stated)	i	i	i	i	i	i	i	i	i	i	i
O=C(NCCNC(=O)c1cccc(O)c1)c1cccc(O)c1	i	i	i	i	i	i	i	i	i	i	i
COc1ccccc1NNC(=O)C(O)(c1ccccc1OC)c1ccccc1OC	i	i	i	i	i	i	i	i	i	i	i
Cc1cc2cc(CN(C(=O)C3CC3)C3CCCC3)c3nnnn3c2cc1C	i	i	i	i	i	i	i	i	i	i	i
N#Cc1c(C(F)(F)F)cc(-c2ccc(Cl)cc2)nc1SCC(=O)O	i	i	i	i	i	i	i	i	i	i	i
CC(C)c1ccc(OCC(=O)NC2=NCCS2)cc1	i	i	i	i	i	i	i	i	i	i	i

Not a hit list; about 5.8% have a hit in one of these screens.
